Jurkat NFkB inh: inhibitors of induced NF-kB luciferase reporter, primary screen, TCR NF-kB activation inhibitor project, cell-based, luminescence, uHTS; inhibition, % at 4 µM; Jurkat, PMA/ionomycin-induced NF-kB luciferase reporter; 330,000 compounds, 0.53% hits; in the data active = inhibition above about 50%
CXCR6 block: CXCR6 receptor inhibitors, primary screen, cell-based, beta-arrestin, luminescence, CHO-K1 PathHunter, 1536-well; C-X-C chemokine receptor type 6 (Homo sapiens), O00574; inhibition, % at 20 µM; 360,000 compounds, 0.36% hits; AID 602244, 2012; in the data active = inhibition above about 34%, passing the limit was not always enough;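 note: antagonist mode with CXCL16 agonist at 10 nM final; 0% = 10 nM CXCL16 with DMSO and 100% = unstimulated wells without agonist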
Target sequence (O00574 whole entry, looked up): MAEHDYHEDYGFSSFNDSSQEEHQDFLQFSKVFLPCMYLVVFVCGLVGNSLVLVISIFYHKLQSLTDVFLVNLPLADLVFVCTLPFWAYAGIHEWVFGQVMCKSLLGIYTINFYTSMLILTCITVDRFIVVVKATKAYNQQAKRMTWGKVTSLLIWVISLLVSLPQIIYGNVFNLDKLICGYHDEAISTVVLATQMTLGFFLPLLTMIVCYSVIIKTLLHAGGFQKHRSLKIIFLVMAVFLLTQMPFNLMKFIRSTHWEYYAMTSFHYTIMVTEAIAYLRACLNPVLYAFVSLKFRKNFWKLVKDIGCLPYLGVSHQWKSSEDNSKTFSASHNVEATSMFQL
Gli-Sufu block: Gli-Sufu pathway antagonists, primary screen, luciferase luminescence, Sufu-KO-LIGHT cells, uHTS; Sufu-KO-LIGHT fibroblasts, Gli luciferase reporter luminescence; 340,000 compounds, 0.74% hits; inhibition, % at 5 µM; AID 588413, 2011;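 active = inhibition above about 55%, limit read from the data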;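 note: 0% = DMSO-treated cells and 100% = wells with medium but no cells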
UBC13 polyUb: UBC13 polyubiquitin chain formation inhibitors, primary screen, biochemical, TR-FRET, uHTS; inhibition, % at 20 µM; 330,000 compounds, 0.47% hits; AID 485273, 2010; Ubiquitin-conjugating enzyme E2 N (Homo sapiens), P61088; in the data active = inhibition above about 45%, passing the limit was not always enough
Target sequence (P61088 whole entry, looked up): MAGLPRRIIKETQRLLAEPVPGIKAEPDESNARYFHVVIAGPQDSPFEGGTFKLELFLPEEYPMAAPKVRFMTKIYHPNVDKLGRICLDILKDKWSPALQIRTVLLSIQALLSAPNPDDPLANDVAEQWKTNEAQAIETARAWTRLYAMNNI
CCR6 antag: CCR6 receptor antagonists, primary screen, cell-based, CHO-K1, luminescence, beta-arrestin, uHTS; CHO-K1 CCR6 PathHunter beta-arrestin, CCL20-stimulated; 340,000 compounds, 0.49% hits; AID 493098, 2011; C-C chemokine receptor type 6 (Homo sapiens), P51684; inhibition, % at 20 µM;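 active = compounds whose inhibition of the agonist-driven luminescence signal at 20 µM reaches about 50%, limit read from the data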;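 note: cells stimulated with CCL20 at 14 nM final; plate controls were DMSO with CCL20 for no effect and DMSO without agonist for full effect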
697 NFkB inh: inhibitors of PMA/ionomycin-induced NF-kB reporter, 697 cells, primary screen, B-cell NF-kB inhibitor project, cell-based, luminescence, uHTS; 697 B-cell NF-kB luciferase reporter, 16 h; inhibition, % at 4 µM; 330,000 compounds, 0.33% hits; AID 435022, 2010; in the data active = inhibition above about 35%
APJ antag: antagonists of human apelin receptor APJ, primary screen, CHO-K1 cells, beta-arrestin complementation, luminescence; P35414; inhibition, % at 20 µM; 330,000 compounds, 0.32% hits; AID 2521, 2010;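 active = inhibition above about 40% at 20 µM, limit read from the data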;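 note: cells challenged with 10 nM apelin-13 agonist together with compound; plate controls were apelin-13 plus DMSO wells for no effect and DMSO wells lacking apelin-13 for full effect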
EBI2 block: EBI2 receptor antagonists, beta-arrestin recruitment, primary screen, cell-based, luminescence, 7a,25-OHC stimulation, uHTS | G-protein coupled receptor 183 (Homo sapiens), P32249 | 7a,25-OHC stimulated | inhibition, % at 5 µM | 360,000 compounds, 0.81% hits; in the data active = inhibition above about 38%;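 note: enzyme fragment complementation signal reports receptor beta-arrestin coupling in cells; 0% = agonist plus DMSO wells and 100% = wells without agonist; some results beyond the cut were filed as inactive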
Target sequence (P32249 whole entry, looked up, the tested form may be a part): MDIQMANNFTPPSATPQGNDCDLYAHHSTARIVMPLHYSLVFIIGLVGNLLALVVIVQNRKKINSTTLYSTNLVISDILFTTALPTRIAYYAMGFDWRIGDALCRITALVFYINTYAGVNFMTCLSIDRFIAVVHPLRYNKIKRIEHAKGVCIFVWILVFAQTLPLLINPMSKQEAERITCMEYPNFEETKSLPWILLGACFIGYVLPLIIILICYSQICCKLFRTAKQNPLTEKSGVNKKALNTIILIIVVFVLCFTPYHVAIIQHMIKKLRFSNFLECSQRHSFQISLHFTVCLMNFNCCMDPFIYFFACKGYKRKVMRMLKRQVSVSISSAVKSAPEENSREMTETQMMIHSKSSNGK
An asterisk follows results filed as active; nt = not tested or not shown. Rows are unselected; any-hit rate near 3%.

Compound	EBI2 block	Jurkat NFkB inh	697 NFkB inh	CCR6 antag	APJ antag	Gli-Sufu block	UBC13 polyUb	CXCR6 block
Cn1nccc1C(=O)N1CCOCC1	-9	15	-18	0	6	-15	-12	-6
Cc1ccccc1C(=O)NNC(=O)c1ccc(F)cc1	-4	-4	0	2	9	-12	13	-16
O=C(CSc1ncc(-c2ccccc2)n1-c1ccccc1)NCc1ccco1	0	1	-20	22	19	4	1	3
CC1CCN(c2c(NCc3ccc(C(=O)NCc4ccco4)cc3)c(=O)c2=O)CC1	3	-3	12	7	10	0	-10	-9
O=C1CCN(c2ccc([N+](=O)[O-])cc2F)CC1	0	-15	-20	3	19	8	-12	2
CCCCCNC(=O)C(C)Sc1ccc(Cl)cc1 (stereo unspecified)	-5	11	13	11	24	5	-9	3
O=C(NC1CCCCC1)c1ccccc1NC(=O)C1CC(=O)N(c2ccc(Cl)cc2)C1 (stereo unspecified)	7	14	-14	8	-5	1	2	7
O=C(O)c1ccc(COc2ccc3c(c2)CCC3)cc1	-2	-24	-97	14	-4	-33	-2	-4
COc1cc(S(=O)(=O)N(Cc2ccccc2)CC2CCCO2)ccc1-n1cnnn1 (stereo unspecified)	-3	-10	-1	8	11	3	15	2
Cc1cccc(Nc2c([N+](=O)[O-])c(=O)n(C)c3ccccc23)c1	-9	-4	-34	1	-14	3	-12	-1
CC(C)CN(C(=O)c1ccc(C(F)(F)F)cc1)c1c(N)n(CC(C)C)c(=O)[nH]c1=O	-1	13	-10	3	6	7	-1	-1
CN1CCN(C(=O)c2ccc(CSc3nc4ccncc4n3Cc3ccc(F)cc3)cc2)CC1	1	-7	10	3	9	-3	1	0
CCc1ccc(CNC(=O)C2CCN(S(=O)(=O)N3CCC4(CC3)OCCO4)CC2)cc1	47*	7	-2	5	-8	2	-3	2
Cc1ccccc1NC(=S)NCCc1ccc(S(N)(=O)=O)cc1	-4	5	19	1	0	0	8	6
COc1cc(CCC(=O)Oc2ccc(C(C)=O)cc2)cc(OC)c1OC	0	-3	-10	0	-1	6	-7	2
O=C(CN1C(=O)COc2ccc(S(=O)(=O)N3CCOCC3)cc21)Nc1cccc(Cl)c1	2	3	-2	13	17	9	6	1
CCN(CC(=O)Nc1ccccc1C(F)(F)F)C(=O)COc1cccc2c1OC(C)(C)C2	-7	-3	-12	22	-1	6	-5	4
O=C(Cc1ccc(Cl)cc1)NCC(=O)N1CCN(Cc2ccccc2)CC1	-7	6	8	-4	1	11	4	-8
CCCn1c2ccccc2c2nnc(SCc3[nH]c(=O)[nH]c3C(=O)CCCCC(=O)OCC)nc21	-5	-9	-20	1	16	-5	-5	5
COc1ccc(-c2cc(-c3ccccc3)nc(SC(C)C(=O)O)c2C#N)cc1 (stereo unspecified)	-4	-34	-21	6	-7	20	7	6

In the list so far, these have an NH in an aromatic ring:
Compound	EBI2 block	Jurkat NFkB inh	697 NFkB inh	CCR6 antag	APJ antag	Gli-Sufu block	UBC13 polyUb	CXCR6 block
CC(C)CN(C(=O)c1ccc(C(F)(F)F)cc1)c1c(N)n(CC(C)C)c(=O)[nH]c1=O	-1	13	-10	3	6	7	-1	-1
CCCn1c2ccccc2c2nnc(SCc3[nH]c(=O)[nH]c3C(=O)CCCCC(=O)OCC)nc21	-5	-9	-20	1	16	-5	-5	5

The list continues:
Compound	EBI2 block	Jurkat NFkB inh	697 NFkB inh	CCR6 antag	APJ antag	Gli-Sufu block	UBC13 polyUb	CXCR6 block
COC(=O)c1ccc(NC(=O)c2ccccc2CC[N+](=O)[O-])cc1	4	7	6	10	-1	0	2	-4
O=C(Nc1ccccc1Cl)c1cccc(NC(=O)C2CCCC2)c1	-6	-19	15	7	1	-4	6	8
Cc1ccc(CNC(=O)CCC(=O)c2cccs2)cc1	-10	-5	22	-5	-9	3	1	2
Cc1ccc(C(=O)Nc2sc3c(c2C(=O)O)CCCCC3)o1	17	-61	-94	-10	19	3	3	0
CCOC(=O)NCc1ccc(CNC(=O)OCC)cc1	0	-8	3	4	7	5	3	7
CCCc1ccc(OCCNC(=O)c2ccco2)cc1	14	-7	-29	8	11	-21	5	3
Cc1ccc(C)c(NC(=O)CSc2nc(C)cs2)c1	-9	-2	13	-2	-57	-6	-19	-3
CN(C)C(/C=C/Nc1cccc(Br)c1)=C(C#N)C#N	-8	-15	7	7	-25	3	-3	-4
Cc1cc(C)cc(NC(=O)COC(=O)c2cccc(S(=O)(=O)N3CCCCC3)c2)c1	0	11	6	4	15	-3	3	13
O=C(CN1C2CCCC1CC(NC(=O)C1CCCCC1)C2)Nc1ccccc1 (stereo unspecified)	8	2	7	23	8	0	9	-7
COc1ccc(OC)c(S(=O)(=O)Nc2ccccc2F)c1	-4	-5	-13	13	4	-3	-5	4
O=S1(=O)NC(CC2=CCCCC2)C2CCCCC2O1 (stereo unspecified)	1	14	5	7	-7	1	6	-7
O=C(CCCCCNC(=O)N1CCn2c1nc1ccccc12)N[C@@H](C(=O)O)c1ccccc1	4	10	13	4	-6	-4	2	-5
Cc1cccc(C(=O)C2CCOC(C)(C)C2)c1 (stereo unspecified)	-2	5	3	7	-6	6	8	-15
Cc1nc2c(ncn2-c2ccccc2)c(=O)n1NC(=O)CN1CCCCC1	0	6	6	-6	4	-4	-6	-3
COc1ccc(C2(c3ccc(O)cc3O)CC(c3ccccc3Cl)NC(=S)N2)cc1 (stereo unspecified)	6	9	18	3	9	3	-3	1
COc1ccc(CCn2c(=O)[nH]c3cc(C(=O)N4CCN(c5ccccn5)CC4)ccc3c2=O)cc1OC	4	17	8	8	-9	9	10	-1
COc1ccc(S(=O)(=O)Nc2ccccc2C(=O)NCc2cccnc2)cc1OC	1	11	14	6	14	-8	5	-2
CCc1cccc(OCC(O)Cn2c(N3CCCCC3)nc3c2c(=O)[nH]c(=O)n3C)c1 (stereo unspecified)	4	-3	-21	11	10	12	8	0
O=S(=O)(NCCc1csc(-c2cccnc2)n1)c1cccs1	9	-9	-5	-5	9	-10	0	-1
O=C(COc1ccc(Cl)cc1)NCCS(=O)(=O)N1CCN(c2ccc(F)cc2)CC1	38	9	-4	2	-2	-2	8	-8
CC1CN(C(=O)C(Sc2ccccc2)c2ccccc2)CC(C)O1 (stereo unspecified)	-5	2	7	6	-11	-4	15	5
CC(C)(C)OC(=O)C[C@H]1C/C=C\C[C@H](CC(=O)N(CCO)Cc2ccccc2)C(=O)N[C@H](C(C)(C)C)COC1=O	-3	2	11	-5	6	1	-3	-6
CCN(CC)CCNC(=O)c1sc2nc(-c3ccccc3)cn2c1C	-9	-19	7	9	-2	5	18	-3
Cc1cc(C[n+]2ccccc2)c2nsnc2c1	1	27	-20	-2	28	1	0	-5
O=C(NCC(=O)N(CC1CCCO1)C1(C(=O)NC2CCCC2)CCCCC1)c1ccccc1 (stereo unspecified)	-3	-32	-54	-6	4	4	-10	-3
CCN(CC)S(=O)(=O)c1ccc(OC)c(NC(=O)CSc2ccccc2)c1	0	-1	13	12	0	0	6	0
CCc1nnc(NS(=O)(=O)c2ccc(NC(=S)NC(=O)c3ccc(OC)cc3)cc2)s1	-11	18	8	31	1	-2	-19	16
COc1cccc(/C=C/C(=O)OCC(=O)N2CCCc3ccccc32)c1	1	-5	-3	20	-4	0	7	8
O=C(Cc1cccc(NC(=O)C2CCCN(C(=O)C3CCCC3)C2)c1)Nc1cccc(C(=O)N2CCCCC2)c1 (stereo unspecified)	-12	nt	nt	1	nt	-4	nt	-5
Cc1cccc(C)c1NC(=O)C1=C(O)c2sccc2N(C)S1(=O)=O	4	16	13	-3	3	0	5	-4
Cc1nc2c(-c3ccc(F)cc3)c(C)nn2c(C)c1CCC(=O)NCc1ccco1	0	2	4	1	9	7	4	2
O=C(Cc1ccccc1)NCCc1cn2ccsc2n1	0	-4	-8	-8	2	0	-6	-3
Cc1cc2[nH]c(=O)c(=O)[nH]c2cc1S(=O)(=O)N1CCN(c2ccccc2)CC1	-4	3	-14	5	-64	0	5	-5
Cc1ccc(C)c(SCC(=O)N(C)CC(=O)Nc2ccc(N3CCOCC3)cc2)c1	7	10	3	11	16	-4	-6	1
CCOC(=O)C1(CC2CC2)CCN(C(=O)c2cc(C)nc3ccc(CC)cc23)CC1	1	10	-3	16	-26	1	-4	1
COCCCn1c(SCC(=O)Nc2nc3ccccc3s2)nnc1-c1ccoc1C	3	5	3	2	-3	5	10	6
O=C(c1cccs1)N(Cc1ccco1)Cc1cc2ccccc2[nH]c1=O	4	2	7	6	-1	4	5	2
Cc1ccccc1C(=O)N1CCC(n2nccc2NC(=O)CCOc2ccccc2)CC1	7	-21	-28	12	0	-18	-4	-7
CCOc1ccc2cc(C3CC(c4ccco4)=NN3S(=O)(=O)c3ccccc3)c(Cl)nc2c1 (stereo unspecified)	-38	-17	-7	12	9	-11	-11	0
CCC1CCCCN1C(=O)CSc1n[nH]c(N)n1 (stereo unspecified)	2	-4	17	6	-5	-2	9	-7
O=C(Nc1nnc(-c2ccc3c(c2)CCCC3)o1)c1c(F)cccc1F	-5	-11	-11	19	9	3	-11	1
CC(C)(C)C(=O)CSc1ncnc2c1cnn2-c1ccccc1	6	-161	-258	3	9	-102	10	-2
O=C1CN(C(=S)Nc2ccc(OC(F)F)cc2)CCN1	-6	-1	17	11	2	-20	3	-3
Cc1cccc(CNC(=O)C2CCCN(c3nn4c(=O)cc(C)nc4s3)C2)c1 (stereo unspecified)	-1	1	-16	6	5	2	-7	-2
C=CCn1c(-c2ccccc2OC)n[nH]c1=S	-12	-2	7	5	5	-6	8	0
Cc1n[nH]c(=O)nc1N/N=C/c1cccs1	2	-5	0	4	-12	-8	-14	9
O=C(NCC1CCCO1)c1sc2cc(Cl)ccc2c1Cl (stereo unspecified)	-5	-29	-57	5	-1	-29	8	4
CN1CCN(C(=O)C2=C[C@H](c3ccc(C(F)(F)F)cc3)C[C@H](OCc3ccc(CO)cc3)O2)CC1	-11	-15	-30	-9	0	6	1	1
CC(C)(C)OC(=O)N1CCC(C(=O)N[C@@H](Cc2ccccc2)C(=O)O)(c2ccccc2)CC1	-14	18	-10	-13	-27	2	-20	-3
COc1cccc(NC(=O)c2cc([N+](=O)[O-])ccc2N2CCN(C)CC2)c1	-3	2	-1	9	7	8	-2	6
Cc1nnc(Nc2ccc(C(=O)NCCO)cc2)c2ccccc12	7	3	-5	-3	-8	1	-8	-3
O=[N+]([O-])c1ccc(Oc2c(F)c(F)nc(N3CCCC3)c2F)cc1	14	2	23	25	-1	28	5	-5
O=C(CN(Cc1ccccc1Cl)C(=O)CNS(=O)(=O)c1ccccc1)NCC1CCCO1 (stereo unspecified)	-14	9	-2	-4	-14	-7	-7	-6
COc1ccccc1N1CCN(c2ccc(N3C(=O)CCC3=O)cc2[N+](=O)[O-])CC1	-14	0	11	1	14	-4	-17	0
S=C(NCc1cccnc1)Nc1ccc(Cl)c(Cl)c1	-1	6	7	0	-8	-1	6	-8
COc1ccc(CNCc2cn(-c3cccc(F)c3)nc2-c2ccc(C)o2)cc1	13	-13	5	19	19	-24	4	6
COc1cc(C2c3cc4c(cc3C(O)C3COC(=O)C23)OCO4)cc(OC)c1OC (stereo unspecified)	-17	nt	nt	7	nt	45	nt	0
CC(=O)c1ccc(S(=O)(=O)NCC(=O)NC(c2nc3ccccc3[nH]2)C(C)C)cc1 (stereo unspecified)	-3	15	14	2	15	5	-3	-4
